Source: PubChem BioAssay
Myeloid diff 2: compounds promoting myeloid differentiation; ER-HoxA9 myeloid progenitors, lysozyme-GFP differentiation, flow cytometry; hit rate 1% among 360,000; calls only at 10 µM;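 active = normalized GFP-positive differentiation at or above the plate's own cutoff, the solvent-only control mean plus 3 SD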;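 note: cells exposed to compound for four days before flow analysis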
KOR beta-arrestin-1: KOR antagonists, beta-arrestin recruitment, cell-based, luminescence, uHTS (AID 1778); KOR beta-arrestin recruitment, luminescence, antagonist mode; higher % means a stronger effect; inhibition, % at 10 µM, or IC50 in µM where a hit was titrated; hit rate 0.091% among 290,000; note: strong numbers were not always called active
NOD2 inhibition: NOD2 signaling inhibitors, cell-based, luminescence, uHTS, HEK293 (AID 1566); HEK293 NOD2/NF-kB luciferase reporter, luminescence; higher % means a stronger effect; inhibition, % at 4 µM, or EC50 in µM where a hit was titrated; hit rate 0.63% among 290,000; note: many of its hits are not listed in these tables
GPR55 beta-arrestin: selective activators of receptor GPR55 – imaging, U2OS cells, beta-arrestin-GFP redistribution, primary screen (AID 1961). one-dose activation, % at 10 µM; EC50 in µM for titrated hits. U2OS GPR55 beta-arrestin-GFP redistribution imaging; higher % means a stronger effect. hit rate 0.048% among 290,000;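 active = activation above 40% with more than 50 cells counted in the well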;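 note: U2OS osteosarcoma cells stably expressing GPR55 and beta-arrestin-GFP; plate controls were DMSO negative control for no effect and LPI positive control for full effect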
HIV peptide binding: cell-free HIV fusion peptide-binding blockers – biochemical, uHTS, fluorescence dequenching, primary screen (AID 1986); cell-free peptide binding, fluorescence dequenching, 30 min; higher % means a stronger effect; inhibition, % at 20 µM; hits with a dose series show IC50 in µM; hit rate 0.3% among 290,000; in the data active = inhibition mostly above about 52%, no sharp cut-off; inactive = mostly below about 76%; note: some results filed as inactive read as strong as hits
GPR35 antagonists: inhibition of zaprinast-stimulated GPR35 beta-arrestin translocation – imaging, U2OS, beta-arrestin-GFP, zaprinast agonist, primary screen (AID 2058). U2OS GPR35 beta-arrestin-GFP translocation imaging, zaprinast antagonism; higher % means a stronger effect. inhibition, % at 10 µM, or IC50 in µM where a hit was titrated. hit rate 0.052% among 290,000;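 active = inhibition of at least 50% with at least 30 cells and total cytoplasm GFP at most 10,000,000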
GPR55 antagonists: GPR55 antagonists blocking LPI-driven arrestin recruitment, primary screen, imaging, U2OS, beta-arrestin-GFP, LPI agonist (AID 2013); U2OS GPR55 beta-arrestin-GFP translocation imaging, LPI antagonism; higher % means a stronger effect; inhibition, % at 10 µM; hits with a dose series show IC50 in µM; hit rate 0.13% among 290,000;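 active = spots per cell inhibited over 60%, with over 100 cells counted and total cytoplasm intensity under 500,000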;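 note: U2OS cells stably carrying GPR55 and arrestin-GFP stimulated by 5 µM LPI near EC80; imaged beta-arrestin-GFP aggregate spots per cell after agonist stimulation; plate controls were LPI-stimulated DMSO wells for no effect and DMSO wells without LPI for full effect; some results filed as inactive read as strong as hits; confirmed hits need IC50 under 10 µM and bright autofluorescent wells are also inconclusive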
KOR beta-arrestin-2: kappa opioid receptor activators – cell-based, luminescence, uHTS, primary screen (AID 1777) | activation, % at 10 µM; hits with a dose series show EC50 in µM | hit rate 0.02% among 280,000 | KOR beta-arrestin recruitment, luminescence; higher % means a stronger effect; in the data active = activation above about 50%, passing the limit was not always enough; note: a part of the inactive calls stands beside numbers as strong as those of hits
NOD1 NF-kB reporter: NOD1 signaling inhibitors, primary screen, cell-based, luminescence, uHTS (AID 1578). NOD1-driven NF-kB luciferase reporter cells, luminescence; higher % means a stronger effect. inhibition, % at 4 µM, or EC50 in µM where a hit was titrated. hit rate 1% among 290,000; in the data active = inhibition mostly above about 36%, no sharp cut-off; inactive = mostly below about 34%;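 note: HEK-293T reporter cells stimulated with the NOD1 agonist gamma-tri-DAP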
Myeloid diff 2 GFP+ MAC1+ %: recorded beside Myeloid diff 2, whose call it bears; GFP+ MAC1+ double positive, %; measured here: differentiation confirmed by MAC1 staining
Numbers without * were called inactive; i = inactive; . = not tested or not shown; + = active, no number; [ ] = remark or other dose. Cut-off read from the data, not from the text of the source, unless noted: active = inhibition above about 50%; inactive = the rest. Some of the compounds tested; count on the stated rates, not on these rows.

SMILES	Myeloid diff 2	Myeloid diff 2 GFP+ MAC1+ %	KOR beta-arrestin-1	NOD2 inhibition	GPR55 beta-arrestin	HIV peptide binding	GPR35 antagonists	GPR55 antagonists	KOR beta-arrestin-2	NOD1 NF-kB reporter
COCCCn1c(C)nc2c(c1=O)c1nc3ccccc3nc1n2CCc1ccccc1	+	0.8*	3%	17%	-0.1%	1.6%	8%	-4%	-4.7%	1%
CCC(=O)N1CCc2cc(S(=O)(=O)N(C)c3ccc(Br)cc3)ccc21	i	1.5	8%	13%	-0.1%	2.1%	5%	3%	-0.7%	-7%
CN(CC(=O)NCc1ccccc1Cl)S(=O)(=O)c1cccs1	i	0.4	-3%	20%	-0.2%	0.5%	2%	-1%	-1.9%	2%
O=C(CCNS(=O)(=O)c1ccccc1)Nc1ccccc1	i	0.2	-13%	7%	-0.1%	0.7%	-1%	5%	-1.2%	8%
CCOC(=O)COn1c(=O)c[n+]([O-])c2ccccc21	+	0.9*	-3%	-6%	-0.1%	0.9%	5%	28%	0.5%	-18%
CCSc1nc(-c2ccccc2)nc2c1CCCC2	i	0.1	-15%	8%	0.0%	-2.5%	7%	2%	1.8%	-18%
O=C(CSc1nnc(CNC(=O)c2ccccc2)o1)Nc1ccc2c(c1)OCCO2	i	1.1	6%	-1%	0.0%	-2.5%	-8%	-24%	0.4%	15%
COc1cccc(-c2nnc(NC(=O)c3cccs3)s2)c1	i	0.0	-52%[20 µM]	-64%	-0.1%	0.0%	-14%	6%	0.1%	-44%
Cc1nc2ncnn2c(N2CCCC(C(=O)Nc3ccccc3Br)C2)c1C (stereo unspecified)	i	0.9	-14%	9%	-0.3%	0.9%	16%	14%	-1.9%	-10%
Cc1ccc(SCCC(=O)NCc2ccccn2)cc1	i	0.1	3%	11%	-0.3%	-0.5%	-18%	-3%	-3.6%	-19%
Cc1nc2ccc(NC(=O)c3ccc([N+](=O)[O-])cc3[N+](=O)[O-])cc2s1	i	0.2	9%	-6%	-0.4%	0.7%	11%	10%	-3.7%	-34%
COc1ccc(S(=O)(=O)NCc2ccc(C(=O)N(C)Cc3ccco3)cc2)cc1	i	5.8	-21%	17%	-0.1%	1.3%	-3%	25%	-0.2%	-9%
CN(C)S(=O)(=O)c1ccc(/C(O)=C2/C(=O)C(=O)N(Cc3cccnc3)C2c2ccncc2)cc1 (stereo unspecified)	i	0.9	-8%	0%	-0.3%	-3.0%	16%	-6%	6.6%	4%
Nc1nnn(CC(=O)N/N=C/c2cn[nH]c2-c2ccccc2)n1	i	0.5	9%	-2%	-0.2%	1.0%	7%	7%	-2.6%	-9%
O=C(CN1CCOCC1)N1CCCc2ccccc21	i	0.9	-16%[20 µM]	-24%	-0.1%	-0.9%	-12%	6%	-5.5%	-6%
CN(C(=O)C12CC3CC(CC(C3)C1)C2)C1(C)CCS(=O)(=O)C1 (stereo unspecified)	i	1.4	6%	-8%	-0.2%	0.9%	0%	4%	-1.4%	-10%
Nc1nnc(SCC(=O)OCc2ccc(Cl)c(Cl)c2)s1	i	0.8	4%	13%	-0.1%	-1.6%	-7%	10%	-2.0%	-21%
Cc1nc2oc3c(=O)[nH]cnc3c2c2c1COC(C)(C)C2	i	0.1	1%	4%	-0.1%	0.2%	16%	3%	0.2%	-7%
CCCCn1c(=S)[nH]c2ccc(N3CCOCC3)cc2c1=O	.	.	1%	10%	-0.2%	-2.4%	-5%	-3%	-1.0%	-34%
O=C1c2ccccc2C(=O)N1c1cccc2ccccc12	i	0.7	-16%[20 µM]	10%	-0.2%	-0.5%	-12%	17%	-7.2%	-27%
O=C(COC(=O)Cc1n[nH]c(=O)c2ccccc12)Nc1ccc(Cl)cc1F	i	0.2	5%	-1%	-0.2%	-1.0%	2%	-2%	-7.2%	-31%
CCC(NC(=O)Nc1cc(OC)c(OC)c(OC)c1)(C(F)(F)F)C(F)(F)F	i	0.3	-26%	6%	0.3%	-0.1%	7%	24%	-2.3%	3%
COc1ccc(NC(=S)NC(=O)c2cccnc2)cc1	i	0.8	-43%[20 µM]	4%	-0.4%	0.7%	-4%	0%	-4.1%	-16%
Cc1ccc(C(=O)Nc2ccc3nc(C)sc3c2)s1	i	0.4	-20%	-118%	-0.1%	2.3%	-1%	-2%	1.7%	-68%
Cc1cccc(N2CCN(C(=O)c3ccc(Cl)c(NC4=NC5CS(=O)(=O)CC5S4)c3)CC2C)c1 (stereo unspecified)	i	0.9	-13%	6%	-0.4%	0.2%	-17%	-4%	2.8%	-30%
Carrying on.
SMILES	Myeloid diff 2	Myeloid diff 2 GFP+ MAC1+ %	KOR beta-arrestin-1	NOD2 inhibition	GPR55 beta-arrestin	HIV peptide binding	GPR35 antagonists	GPR55 antagonists	KOR beta-arrestin-2	NOD1 NF-kB reporter
COc1ccc(/C(C)=N\NS(=O)(=O)c2ccccc2)cc1OC	i	0.8	-2%	7%	-0.3%	-1.7%	-10%	6%	3.0%	-9%
CCOc1ccc(N2C(=O)CSC2c2ccncc2)cc1 (stereo unspecified)	i	0.9	1%	19%	0.3%	-0.8%	-8%	6%	-8.4%	-1%
Cn1c(SCC(=O)c2ccc3c(c2)Cc2ccccc2-3)nnc1-c1cccc(N)c1	i	0.3	0%	-31%	0.3%	6.0%	2%	0%	9.4%	48%
O=C(CN1CCOCC1)Nc1ncc(Cc2ccccc2Cl)s1	i	5.5	-26%	16%	0.1%	-1.9%	1%	-9%	-0.4%	8%
COC(=O)c1c(C)c(C)nc(N)c1C#N	i	0.5	-44%	13%	-0.1%	-1.6%	-18%	-18%	5.3%	21%
Cc1cccc(N(C(=O)c2csnn2)C(C(=O)NC(C)(C)C)c2cccnc2)c1 (stereo unspecified)	i	0.4	5%[20 µM]	5%	-0.1%	-1.0%	8%	-2%	.	-16%
Cc1ccc(C2SCC(=O)N2Cc2ccccc2)cc1 (stereo unspecified)	i	0.7	11%	-13%	0.5%	0.9%	-8%	10%	-1.4%	-12%
O=C(CCc1ccccc1)Nc1ccc(S(=O)(=O)Nc2nccs2)cc1	i	0.4	-4%	9%	0.1%	4.2%	-9%	-9%	-4.1%	-12%
Cn1c(C(=O)O)c(CC(=O)Nc2ccc(F)cc2F)c2ccccc21	i	0.4	-22%	-2%	-0.3%	3.5%	-1%	5%	4.5%	-19%
Cc1cc(NC(=O)c2ccc(Cl)c(S(=O)(=O)N3CCCCC3)c2)no1	i	6.2	10%	24%	0.6%	1.8%	-18%	25%	4.2%	-22%
CC(=O)c1ccc(NC(=S)N2CCCCCC2)cc1	i	0.3	9%	13%	0.4%	2.7%	-10%	1%	-4.3%	-33%
CC(=O)c1c(O)cc(O)cc1CC(=O)O	i	1.9	-4%	7%	-0.2%	3.2%	2%	15%	-4.4%	-12%
CCc1nc(-c2ccc(-c3ccc(OC)cc3)nc2OC)no1	i	0.6	5%	-52%	-0.4%	0.5%	-1%	-12%	-2.1%	-47%
Cc1nn(-c2ccc(N3CCCCC3)nn2)c(C)c1CCC(=O)Nc1cc(F)ccc1F	i	1.1	14%	-7%	0.3%	-1.8%	-9%	-4%	1.2%	-46%
COc1cc([N+](=O)[O-])ccc1NC(=O)NN1CCN(C)CC1	i	0.5	-27%	-3%	0.2%	1.1%	-16%	-3%	5.4%	-18%
O=C(O)CCC(=O)Nc1ccc(OCC2CCCO2)cc1 (stereo unspecified)	i	0.4	-37%[20 µM]	2%	0.0%	0.2%	10%	0%	6.0%	-22%
CCCc1ccc(Oc2coc3cc(OCC(=O)Nc4ccccc4C)ccc3c2=O)cc1	i	0.0	-66%	11%	0.5%	-2.2%	-2%	13%	20%	-23%
COCCCC1CCN(C(=O)C2CCC(=O)N(C3CCCC3)C2)CC1 (stereo unspecified)	i	0.7	-10%	-4%	-0.1%	-0.1%	-4%	28%	-1.3%	-41%
COCCSc1nnc(NC(=O)CS(=O)(=O)c2ccccc2)s1	i	1.6	-32%	-12%	-0.2%	1.5%	-6%	7%	2.3%	-20%
COc1cc(C(=O)N2CCCCCCC2)ccc1OC1CCN(C(C)=O)CC1	i	0.9	-16%	-18%	0.0%	-0.3%	-3%	7%	6.9%	-28%

Random excerpt: 4 compounds from above
SMILES	Myeloid diff 2	Myeloid diff 2 GFP+ MAC1+ %	KOR beta-arrestin-1	NOD2 inhibition	GPR55 beta-arrestin	HIV peptide binding	GPR35 antagonists	GPR55 antagonists	KOR beta-arrestin-2	NOD1 NF-kB reporter
O=C(O)CCC(=O)Nc1ccc(OCC2CCCO2)cc1 (stereo unspecified)	i	0.4	-37%[20 µM]	2%	0.0%	0.2%	10%	0%	6.0%	-22%
Cc1nn(-c2ccc(N3CCCCC3)nn2)c(C)c1CCC(=O)Nc1cc(F)ccc1F	i	1.1	14%	-7%	0.3%	-1.8%	-9%	-4%	1.2%	-46%
COc1ccc(/C(C)=N\NS(=O)(=O)c2ccccc2)cc1OC	i	0.8	-2%	7%	-0.3%	-1.7%	-10%	6%	3.0%	-9%
O=C(CCc1ccccc1)Nc1ccc(S(=O)(=O)Nc2nccs2)cc1	i	0.4	-4%	9%	0.1%	4.2%	-9%	-9%	-4.1%	-12%

3 compounds out of the list, ordered by length of the SMILES, low to high.
SMILES	Myeloid diff 2	Myeloid diff 2 GFP+ MAC1+ %	KOR beta-arrestin-1	NOD2 inhibition	GPR55 beta-arrestin	HIV peptide binding	GPR35 antagonists	GPR55 antagonists	KOR beta-arrestin-2	NOD1 NF-kB reporter
Cc1ccc(SCCC(=O)NCc2ccccn2)cc1	i	0.1	3%	11%	-0.3%	-0.5%	-18%	-3%	-3.6%	-19%
Cc1ccc(C2SCC(=O)N2Cc2ccccc2)cc1 (stereo unspecified)	i	0.7	11%	-13%	0.5%	0.9%	-8%	10%	-1.4%	-12%
Cc1cccc(N(C(=O)c2csnn2)C(C(=O)NC(C)(C)C)c2cccnc2)c1 (stereo unspecified)	i	0.4	5%[20 µM]	5%	-0.1%	-1.0%	8%	-2%	.	-16%
